Screens: PubChem BioAssay, The Scripps Research Institute Molecular Screening Center
GAA850 FXN act = FXN promoter activators, primary screen, cell-based, luciferase luminescence, HEK293 lucGAA850; HEK293 lucGAA850 FXN promoter luciferase reporter, 24 h; percent of 10 µM SAHA response; activation, % at 6 µM; 0.56% of 360,000 active; AID 540364, 2011;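 active means activation above the average of all compounds screened plus 3 SD, cutoff fixed separately per campaign, cut at about 7.5% in these data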;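 further: 0% = DMSO wells and 100% = 10 µM SAHA wells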
DAX1 inh-1 = DAX1 (NR0B1) inhibitors on StAR promoter, primary screen, cell-based, luminescence, SF-1 (NR5A1), full-length DAX-1. HEK293T StAR-luciferase reporter, SF-1/DAX-1 repression relief. inhibition, % at 6.8 µM. 1.1% of 370,000 active. AID 652010, 2013;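 active means inhibition above the mean over all tested compounds plus 3 SD, cut at about 3.6% in these data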;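 further: 0% = DAX-1 cells with DMSO and 100% = cells lacking DAX-1 with DMSO; higher inhibition means more luminescence from relief of DAX-1 repression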
hgDAF12 agonist = H. glycines DAF-12 receptor agonists, primary screen, cell-based, luminescence, HEK293, GAL4 fusion, UAS-luciferase | HEK293 GAL4-hgDAF12 UAS-luciferase reporter, agonist luminescence; normalized to butyrate control | activation, % at 6.8 µM | 1.8% of 370,000 active | AID 687014, 2013;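 active means activation above a cutoff set at the mean of all screened compounds plus 3 SD, cut at about 10% in these data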;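 further: 0% = DMSO wells and 100% = sodium butyrate wells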
PLCg1 inh = PLC-gamma1 enzyme inhibitors, primary screen, biochemical, fluorescence, purified enzyme; 1-phosphatidylinositol 4,5-bisphosphate phosphodiesterase gamma-1 (Homo sapiens), P19174; fluorogenic substrate; inhibition, % at 12.2 µM; 0.84% of 370,000 active; in the data active means inhibition above about 9.5%
DAX1 inh-2 = DAX1 (NR0B1) inhibitors, primary screen, cell-based, HEK293, Gal4-DAX1, luciferase luminescence; Nuclear receptor subfamily 0 group B member 1 (Homo sapiens), P51843; HEK293 Gal4-DAX1 luciferase reporter; inhibition, % at 6.75 µM; 0.99% of 340,000 active; AID 504766, 2011;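 active means inhibition above the mean over all tested compounds plus 3 SD, cut at about 4.2% in these data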;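 further: 0% = DAX1-transfected cells with DMSO and 100% = empty-vector control cells with DMSO; inhibition shows as a rise in luminescence from relieved DAX1 repression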
Target sequence (P51843 207-470 limits assumed): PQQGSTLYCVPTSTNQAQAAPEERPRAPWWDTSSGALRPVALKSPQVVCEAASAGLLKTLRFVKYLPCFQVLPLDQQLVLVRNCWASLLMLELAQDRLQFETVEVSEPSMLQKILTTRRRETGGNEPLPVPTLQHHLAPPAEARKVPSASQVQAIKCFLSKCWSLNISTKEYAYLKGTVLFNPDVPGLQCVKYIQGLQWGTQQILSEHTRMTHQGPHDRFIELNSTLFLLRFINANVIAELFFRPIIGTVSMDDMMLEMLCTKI
ADAM10 inh = human ADAM10 inhibitors, primary screen, biochemical, QFRET, HTS | 0.62% of 370,000 active | inhibition, % at 7 µM | recombinant ADAM10, EDANS/DABCYL FRET peptide cleavage, 3 h;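 active means inhibition above a per-campaign cutoff equal to the mean of compounds falling between control-based bounds plus 3 SD, cut at about 20% in these data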;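 further: 0% = DMSO wells while the 100% control is not disclosed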
ssDAF12 agonist = S. stercoralis DAF-12 nuclear receptor activators, primary screen, cell-based, luminescence, HEK293, GRIP1 co-expression, lit1-tk-luc. 1% of 370,000 active. AID 652126, 2013. HEK293 ssDAF-12/GRIP1 lit1-tk-luc reporter; % of 3 µM dafachronic acid response. activation, % at 6.8 µM. Nuclear hormone receptor DAF-12 (Strongyloides stercoralis);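 active means activation above the mean over all tested compounds plus 3 SD, cut at about 0.9% in these data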;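 further: 0% = DMSO-only wells and 100% = 3 µM delta7-dafachronic acid wells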
PLCb3 inh = human PLC-beta3 inhibitors, primary screen, biochemical, fluorescence | 1-phosphatidylinositol 4,5-bisphosphate phosphodiesterase beta-3 (Homo sapiens), Q01970 | Purified PLC-beta3, fluorogenic substrate | inhibition, % at 12.2 µM | 0.18% of 370,000 active; in the data active means inhibition above about 11%;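 further: 0% = median of compound wells on plate and 100% = full blocker control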
ADAM17 inh = ADAM17 inhibitors, primary screen, biochemical, QFRET. inhibition, % at 6.95 µM. 0.83% of 370,000 active. Disintegrin and metalloproteinase domain-containing protein 17 (Homo sapiens), P78536. recombinant ADAM17, EDANS/DABCYL FRET peptide cleavage. AID 720648, 2013;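 active means inhibition above the mean of compounds lying between control limits plus 3 SD, set per campaign, cut at about 8.5% in these data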;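 further: 0% = DMSO-only wells as the low control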
sPLA2-III inh = human group III sPLA2 inhibitors, primary screen, biochemical, QFRET, BODIPY PC-A2 liposome substrate; Group 3 secretory phospholipase A2 (Homo sapiens), Q9NZ20; inhibition, % at 12.2 µM; QFRET BODIPY PC-A2 liposome hydrolysis, fluorescence; 0.56% of 370,000 active;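 active means inhibition above mean plus 3 SD of compounds lying within the high and low control bounds, cut at about 19% in these data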;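 further: 0% = median of test compound wells and 100% = no enzyme DMSO wells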
Target sequence (Q9NZ20 whole entry, looked up): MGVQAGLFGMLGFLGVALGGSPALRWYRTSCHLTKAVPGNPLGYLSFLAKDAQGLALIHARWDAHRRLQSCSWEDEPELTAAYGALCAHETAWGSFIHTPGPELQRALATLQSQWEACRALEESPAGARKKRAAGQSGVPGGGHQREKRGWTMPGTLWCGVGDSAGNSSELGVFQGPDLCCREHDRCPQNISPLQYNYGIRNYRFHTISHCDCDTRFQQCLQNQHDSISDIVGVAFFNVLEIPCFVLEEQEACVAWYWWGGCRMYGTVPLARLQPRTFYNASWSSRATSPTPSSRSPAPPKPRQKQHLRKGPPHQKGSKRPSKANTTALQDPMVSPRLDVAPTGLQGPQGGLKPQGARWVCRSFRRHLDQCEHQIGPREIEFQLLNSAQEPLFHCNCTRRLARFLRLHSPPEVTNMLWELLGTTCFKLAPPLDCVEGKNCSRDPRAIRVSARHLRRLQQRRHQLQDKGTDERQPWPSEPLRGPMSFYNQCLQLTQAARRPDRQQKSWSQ
hcDAF12 agonist = H. contortus DAF-12 nuclear receptor activators, primary screen, cell-based, luminescence, HEK293, lit1-tk-luc reporter; AID 652067, 2013; activation, % at 6.8 µM; 1.4% of 370,000 active; HEK293 hcDAF-12 lit1-tk-luc reporter; 0% DMSO, 100% Δ7-dafachronic acid;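 active means activation above the mean of all tested compounds plus 3 SD, cut at about 5.5% in these data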;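 further: 100% = response to 3 µM Δ7-dafachronic acid high control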
An asterisk follows results filed as active; · = no result given. Rows were taken by chance (roughly 6.9% active in at least one column).

SMILES	GAA850 FXN act	DAX1 inh-1	hgDAF12 agonist	PLCg1 inh	DAX1 inh-2	ADAM10 inh	ssDAF12 agonist	PLCb3 inh	ADAM17 inh	sPLA2-III inh	hcDAF12 agonist
Cc1ccc(S(=O)(=O)N(CC(=O)Nc2cccc([N+](=O)[O-])c2)C2CCCCC2)cc1	-0.3	-0.1	0.2	9	0.4	10	-0.9	10	5	10	-1.3
CC(C)(C)OC(=O)N1CCC(CC2CC(c3ccc(Cl)cc3)=NO2)(C(=O)NCC2CCCCC2)CC1 (stereo unspecified)	5.3	0.5	3.0	3	-0.3	5	-0.1	-1	3	3	0.7
NC(=O)COc1ncnc2scc(-c3ccc(F)cc3)c12	0.2	0.1	-0.1	8	-0.2	-6	-0.8	-13	-7	9	-0.4
CC(C)(C)n1ncc2c(=O)n(CC(=O)N3CCCCC3)cnc21	-1.2	-0.2	0.1	1	1.8	-1	-1.6	-8	-5	10	0.1
FC(F)(F)c1ccc2c(c1)[nH]c(=S)n2C1CC1	3.0	0.1	-2.3	-1	-0.2	2	-1.2	-4	-1	7	-0.6
CCCN(C1CCS(=O)(=O)C1)S(=O)(=O)c1ccc2ccccc2c1 (stereo unspecified)	0.3	-0.8	-1.2	0	-0.1	-6	-0.9	-5	-3	-4	-0.5
O=C(O)CC1(CC(=O)NCc2ccncc2)CCCCC1	0.4	0.3	-0.9	-1	2.1	-4	-1.2	-10	-8	5	-2.4
CCC1(c2ccc(F)cc2)NC(=O)N(CC(=O)Nc2ccc(C(N)=O)cc2)C1=O (stereo unspecified)	0.8	1.2	1.6	-2	-0.3	-4	-1.1	-7	-1	10	-0.6
Cc1ccc(S(=O)(=O)N(C)C)cc1NC(=O)COC(=O)/C=C/c1ccc(F)cc1	1.4	0.4	-0.5	4	0.5	7	-1.0	-5	2	8	0.4
COc1ccccc1N1CCN(C(=O)c2cccc(S(=O)(=O)Nc3ccccc3F)c2)CC1	2.0	-2.3	-4.0	6	-0.4	-2	-1.3	-12	-1	-13	-2.3
COC(=O)N1CCCCC1c1cc(C(=O)N2CCOCC2)no1 (stereo unspecified)	-0.6	0.2	-1.6	3	·	-2	-0.6	4	-2	-2	-1.6
O=C(Nc1ccon1)c1cc(-c2ccccc2)nc2ccccc12	-1.4	-0.9	-1.1	-11	-1.0	-50	-1.5	-17	-14	2	0.9
Cc1cccc(C(=O)Oc2cc(C)[nH]c(=O)c2[N+](=O)[O-])c1	0.1	0.4	0.0	5	0.5	8	-1.4	-7	-8	9	2.3
CCc1ccc(OC(C)C(=O)N(Cc2ccccc2)C2CCS(=O)(=O)C2)cc1 (stereo unspecified)	-1.0	-0.3	-0.1	-1	-0.4	-4	-1.6	-7	-5	-3	-4.2
CCCSc1nnc(NC(=O)c2ccco2)s1	1.6	2.8	4.9	-10	6.1*	-7	-0.7	-14	-1	4	2.0
CN(Cc1cccnc1)C(=O)CCCc1c[nH]c2ccccc12	-2.0	0.1	2.8	-10	-0.2	-2	-0.5	-23	-6	-4	4.2
CCC(C)(C)n1nnnc1C(c1cc2cc(OC)ccc2[nH]c1=O)N1CCc2ccccc21 (stereo unspecified)	-0.8	0.5	-0.7	-47	0.5	-117	-0.2	-53	-46	2	3.2
Cc1ccc(C(=O)N/C(=C\c2ccco2)C(=O)NCCN2CCOCC2)cc1	0.2	0.1	-1.1	-6	2.8	7	-0.8	-14	-4	5	-2.1
O=C(Nc1cccc(S(=O)(=O)N2CCOCC2)c1)C(c1ccccc1)N1CCCCC1 (stereo unspecified)	-0.6	-0.2	0.1	0	-0.3	-4	-0.9	-3	-5	-7	-0.3
O=C(C[n+]1cnn(CC(=O)c2ccc(Cl)cc2Cl)c1)c1ccc([N+](=O)[O-])cc1	0.7	0.2	1.6	4	-1.2	5	-1.2	5	-1	8	-2.1
Cc1cccc2sc(=S)[nH]c12	·	-0.1	0.9	1	·	-12	-0.3	4	-5	24*	2.2
O=C(CCn1c(=S)[nH]c2ccccc2c1=O)N1CCOCC1	-0.7	-0.8	-0.2	4	-0.5	-15	-1.3	0	1	19	2.8
CC(=O)OCC(=O)C1(O)CCC2C3CCC4=CC(=O)C=CC4(C)C3C(=O)CC21C (stereo unspecified)	4.5	-0.5	1.1	3	0.4	-13	-1.4	1	-4	1	1.7
O=C1CN2C(=N1)N(Cc1ccccc1)c1ccccc12	0.4	0.6	-1.1	-1	-1.6	6	-1.1	-29	-11	8	-0.7
Cc1cc(C(=O)Nc2nc(-c3ccccn3)cs2)ccc1[N+](=O)[O-]	-1.2	-0.4	0.0	-2	2.6	-1	-0.1	2	-1	26*	-0.8
C=CCN1CCN(C(c2cc(OC)ccc2OC)c2nnnn2CC2CCCO2)CC1 (stereo unspecified)	-0.7	-0.6	-0.1	1	-0.5	5	-0.7	-1	-4	3	0.3
O=C(N/N=C/C1CC=CCC1)c1ccc(O)cc1O (stereo unspecified)	3.7	0.4	2.5	2	1.9	-2	-1.5	3	1	2	1.6
O=c1[nH]c(=O)n(CCc2ccc(F)cc2)c(O)c1C=NCc1ccc2c(c1)OCO2	1.6	-0.2	-0.1	0	0.0	-6	-0.8	6	-3	-3	-0.9
O=C1N(c2ccccc2C(F)(F)F)O[C@@]1(c1ccccc1)C1CCCCC1	-1.9	-0.1	-2.1	4	1.2	-16	-1.2	3	-2	5	-0.7
Cc1c(C=O)c(=O)n(-c2ccccc2)n1C	-0.9	-0.1	1.4	0	0.2	3	-1.2	-1	-1	-1	-2.6
Cc1ccc2[nH]c3c(NCCCN4CCCC4=O)ncnc3c2c1	3.8	-0.3	3.2	-30	-0.1	-330	-0.6	-39	-88	0	-1.8
COCCN=C1NN=C(c2cc(C)n(CC3CCCO3)c2C)CS1 (stereo unspecified)	-4.6	0.1	-1.4	-26	2.5	-46	-0.7	-42	-16	-7	-0.8
COc1ccc(CC(=O)NNC(=O)COc2ccc(Cl)cc2C)cc1S(=O)(=O)N1CCOCC1	-0.1	-2.9	0.7	-1	1.2	0	-1.4	-4	0	-14	0.9
S=C(NCc1ccc(Cl)cc1)NN1CCOCC1	0.4	-0.4	1.3	-1	0.5	-3	0.0	-3	0	3	0.6
Cc1c(C2Nc3ccccc3NC3=C2C(=O)CC(C)(C)C3)cnn1C (stereo unspecified)	1.4	-0.8	-3.2	-220	2.4	-23	-0.4	-253	-9	-24	-0.4
O=C(c1ccco1)N1CCN(c2c([N+](=O)[O-])nn(-c3ccc(Cl)cc3)[n+]2[O-])CC1	1.6	-0.1	2.6	0	-0.1	6	-1.1	-8	-2	-2	1.7

5 compounds already listed, arranged by length of the SMILES, highest first.
SMILES	GAA850 FXN act	DAX1 inh-1	hgDAF12 agonist	PLCg1 inh	DAX1 inh-2	ADAM10 inh	ssDAF12 agonist	PLCb3 inh	ADAM17 inh	sPLA2-III inh	hcDAF12 agonist
O=c1[nH]c(=O)n(CCc2ccc(F)cc2)c(O)c1C=NCc1ccc2c(c1)OCO2	1.6	-0.2	-0.1	0	0.0	-6	-0.8	6	-3	-3	-0.9
Cc1ccc2[nH]c3c(NCCCN4CCCC4=O)ncnc3c2c1	3.8	-0.3	3.2	-30	-0.1	-330	-0.6	-39	-88	0	-1.8
O=C(N/N=C/C1CC=CCC1)c1ccc(O)cc1O (stereo unspecified)	3.7	0.4	2.5	2	1.9	-2	-1.5	3	1	2	1.6
Cc1c(C=O)c(=O)n(-c2ccccc2)n1C	-0.9	-0.1	1.4	0	0.2	3	-1.2	-1	-1	-1	-2.6
S=C(NCc1ccc(Cl)cc1)NN1CCOCC1	0.4	-0.4	1.3	-1	0.5	-3	0.0	-3	0	3	0.6

The results go on:
SMILES	GAA850 FXN act	DAX1 inh-1	hgDAF12 agonist	PLCg1 inh	DAX1 inh-2	ADAM10 inh	ssDAF12 agonist	PLCb3 inh	ADAM17 inh	sPLA2-III inh	hcDAF12 agonist
CCOC(=O)/C=C1\Nc2ccccc2SC1=O	4.1	-0.1	-0.8	5	0.3	5	-1.1	0	0	3	-0.2
COc1cc(CCCN[C@H](CN)Cc2ccccc2)cc(OC)c1OC	-2.0	-0.1	1.0	1	0.7	-5	-1.2	3	-1	2	1.5
COc1ccc(CCNC(=O)CNC(=O)c2ccco2)cc1	-1.5	-0.1	0.2	-2	-0.3	-2	0.1	-2	-3	3	-2.8
COc1ccccc1NC(=O)CCCN1C(=O)C2CC=CCC2C1=O (stereo unspecified)	-1.0	1.4	-1.2	0	0.9	-3	-0.5	-2	-1	-5	0.7
CCN1C(=O)C(CC(=O)NCCc2ccccc2)N(NC(=O)c2ccc(Br)cc2)C1=S (stereo unspecified)	-3.1	0.1	-3.4	-2	0.8	8	-1.3	3	3	-123	-0.9
Cc1cc(NC(=O)CSc2nc(-c3ccco3)cc(C(F)(F)F)n2)n(-c2ccccc2)n1	-4.6	-1.0	1.8	4	-1.1	6	-1.0	-1	4	-1	-0.8
COCOCCn1cc(CN2CCS(=O)(=O)N(Cc3ccc(-c4ccc(F)nc4)cc3)C(CC(C)C)C2=O)nn1 (stereo unspecified)	-0.2	-0.3	-1.0	-2	0.5	-25	-1.4	-2	2	-23	-2.8
O=C(Nc1ccc(Oc2ccccc2)cc1)C1CCCN1S(=O)(=O)c1cccc2cccnc12 (stereo unspecified)	·	-3.3	-0.6	0	·	15	-1.8	1	7	-5	-6.0
CC(=O)N1CCc2cc(C(=O)CN3CCN(c4ccccc4F)CC3)ccc21	-0.2	-0.1	-0.2	-2	0.3	-23	-1.2	-4	-4	6	-0.9
COc1cc(NC(=S)N2CCN(S(C)(=O)=O)CC2)cc(OC)c1	-0.4	1.5	-0.2	0	0.8	5	0.0	-6	-2	7	-0.1
CCOC(=O)[C@@]12CN(C(=O)OC(C)(C)C)CC=C1N(Cc1ccc(OC)cc1)C(=O)[C@H]2CC(=O)N1CCN(C(=O)c2ccco2)CC1	·	-0.4	-2.3	1	·	0	-1.9	-2	1	-4	-2.2
